# Screening data from PubChem BioAssay.
# STK33 kin inh: STK33 kinase inhibitors, primary screen, biochemical, luminescence, ADP-Glo, MBP substrate; Serine/threonine-protein kinase 33 (Homo sapiens), Q9BYT3; hit rate 0.44% among 27,000; AID 2322, 2010; inhibition, % at 12.5 µM; in the data active = inhibition above about 20%
# Target sequence (Q9BYT3 whole entry, looked up): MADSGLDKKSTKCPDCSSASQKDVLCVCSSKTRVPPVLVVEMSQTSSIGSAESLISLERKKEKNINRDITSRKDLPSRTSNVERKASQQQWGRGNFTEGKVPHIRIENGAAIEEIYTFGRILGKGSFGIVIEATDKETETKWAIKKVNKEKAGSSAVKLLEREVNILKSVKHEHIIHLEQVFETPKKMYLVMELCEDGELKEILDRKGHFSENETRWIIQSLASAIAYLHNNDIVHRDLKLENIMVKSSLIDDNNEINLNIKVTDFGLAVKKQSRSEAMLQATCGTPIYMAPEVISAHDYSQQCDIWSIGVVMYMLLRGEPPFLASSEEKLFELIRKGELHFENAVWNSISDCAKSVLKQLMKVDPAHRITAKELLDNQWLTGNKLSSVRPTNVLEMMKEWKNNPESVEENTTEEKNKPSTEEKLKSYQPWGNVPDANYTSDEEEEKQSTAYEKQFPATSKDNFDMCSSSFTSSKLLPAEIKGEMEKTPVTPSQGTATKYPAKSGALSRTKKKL
# p53 PUMA act: mutant p53 pathway re-activators, primary screen, cell-based, SW480, luciferase, single point, HTS | activation, % at 9.98 µM | hit rate 1.5% among 28,000 | SW480 PUMA-promoter luciferase, p53 mutant reactivation; in the data active = activation above about 52%
# Active calls of the source: *; · = no result given.
SMILES	STK33 kin inh	p53 PUMA act
CCN1C[C@]2(C)CC[C@H](O)[C@@]34C2[C@H](OC)C([C@@H]13)[C@@]1(O)C[C@H](OC)[C@H]2C[C@@H]4[C@@H]1[C@H]2O	-2	-13
O=C(NC(=O)c1ccccc1Cl)Nc1ccc2c(c1)S(=O)(=O)C=C2	·	-2
COP(=S)(OC)SCn1nnc2ccccc2c1=O	-1	·
COc1cccc(CNCCc2c[nH]c3ccccc23)c1O	0	-17
O=c1ccc2cc(O[C@@H]3O[C@H](CO)[C@@H](O)[C@H](O)[C@H]3O)c(O)cc2o1	-2	·
CC[C@@H](C)C(=O)O[C@H]1[C@H](O)[C@H]2[C@@H](CN3C[C@@H](C)CC[C@H]3[C@@]2(C)O)C2C[C@]34O[C@@]5(O)[C@@H](OC(=O)[C@](C)(O)CC)CC[C@@]3(C)[C@@H]5[C@@H](OC(C)=O)[C@@H](OC(C)=O)[C@H]4[C@@]21O (stereo partly specified)	1	2
CCOP(=S)(OCC)Oc1nc(Cl)c(Cl)cc1Cl	-2	·
CC1=CC2OC3[C@H](O)C[C@@](C)([C@]34CO4)[C@@]2(CO)[C@H](O)C1=O (stereo partly specified)	-4	·
CN1CCCCC1c1ccc(-c2cccnc2)nc1 (stereo unspecified)	-1	4
CCOC(=O)CN1C(=O)C2(C(C(=O)OCC)=C(N)OC3=C2C(=O)CC(C)(C)C3)c2ccccc21 (stereo unspecified)	-1	·
CCCCn1c(=O)c(C(=O)NCc2ccccn2)c(O)c2ccccc21	5	4
CC[C@H]1CN2CC[C@H]1C[C@H]2[C@H](O)c1ccnc2ccc(OC)cc12	-7	·
O=c1c2ccccc2nc(CSc2ccccn2)n1-c1cccc(C(F)(F)F)c1	-7	-6
O=C(O)Cn1cc(C(=O)c2ccccc2)c2ccccc21	-4	-13
O=c1[nH]c2ccccc2n1CCCN1CCC(n2c(=O)[nH]c3cc(Cl)ccc32)CC1	-1	3
CSC1=NN1c1cc(C)nc(N)n1	·	2
CO[C@H]1[C@@H](O)[C@@H](C)O[C@@H](OC2CCC3(C)C(CC[C@@H]4[C@@H]3CCC3(C)C(C5=CC(=O)OC5)C(O)CC43O)C2)[C@@H]1O (stereo partly specified)	0	-3
CC(=O)c1ccccc1NC(=O)C1C2CCC(O2)C1C(=O)O (stereo unspecified)	-1	0
C/C1=C/[C@@H](C)C/C=C/[C@H]2[C@@H]3O[C@]3(C)[C@@H](C)[C@H]3[C@H](Cc4c[nH]c5ccccc45)NC(=O)[C@]32C(=O)/C=C\C(=O)[C@@H]1O	5	-93
O=C(NC1CN2CCC1CC2)c1cccc(Cl)c1 (stereo unspecified)	1	·

# Shown with two lines to a compound: entries from further up
# Order of values: STK33 kin inh	p53 PUMA act
> CCOP(=S)(OCC)Oc1nc(Cl)c(Cl)cc1Cl
→ -2	·
> CC1=CC2OC3[C@H](O)C[C@@](C)([C@]34CO4)[C@@]2(CO)[C@H](O)C1=O (stereo partly specified)
→ -4	·
> CN1CCCCC1c1ccc(-c2cccnc2)nc1 (stereo unspecified)
→ -1	4
> CCOC(=O)CN1C(=O)C2(C(C(=O)OCC)=C(N)OC3=C2C(=O)CC(C)(C)C3)c2ccccc21 (stereo unspecified)
→ -1	·
> CCCCn1c(=O)c(C(=O)NCc2ccccn2)c(O)c2ccccc21
→ 5	4
> CC[C@H]1CN2CC[C@H]1C[C@H]2[C@H](O)c1ccnc2ccc(OC)cc12
→ -7	·
> O=c1c2ccccc2nc(CSc2ccccn2)n1-c1cccc(C(F)(F)F)c1
→ -7	-6
> O=C(O)Cn1cc(C(=O)c2ccccc2)c2ccccc21
→ -4	-13
> O=c1[nH]c2ccccc2n1CCCN1CCC(n2c(=O)[nH]c3cc(Cl)ccc32)CC1
→ -1	3
> CSC1=NN1c1cc(C)nc(N)n1
→ ·	2
> CO[C@H]1[C@@H](O)[C@@H](C)O[C@@H](OC2CCC3(C)C(CC[C@@H]4[C@@H]3CCC3(C)C(C5=CC(=O)OC5)C(O)CC43O)C2)[C@@H]1O (stereo partly specified)
→ 0	-3

# Additional structures
SMILES	STK33 kin inh	p53 PUMA act
CN[C@@H]1C[C@@]2(C)O[C@@H]([C@@H]1OC)n1c3ccccc3c3c4c(c5c6ccccc6n2c5c31)C(=O)NC4	131*	·
CC(C)(C)c1cc(C=C(C#N)C#N)cc(C(C)(C)C)c1O	13	·
CC1CCCCCC(=O)c2c(O)cc(O)cc2CC(=O)O1 (stereo unspecified)	1	·
O=c1[nH]c(=O)n(-c2ccccc2F)c(O)c1C=NCCC1=CCCCC1	·	35
COc1cc2c(cc1O)CC1c3c(cc(O)c(OC)c3-2)CCN1C (stereo unspecified)	18	·
CC(C)[C@H]1C(=O)N2CCC[C@H]2[C@]2(O)O[C@](NC(=O)[C@@H]3C=C4c5cccc6[nH]cc(c56)C[C@H]4N(C)C3)(C(C)C)C(=O)N12	0	7
O=C1Nc2cc(Cl)c(Cl)cc2N2CCNCC12 (stereo unspecified)	·	21

# The list is partial (hit frequency here may not be typical).
